# Assay outcomes deposited in PubChem by several laboratories.
# procasp7 counter – counter-screen for procaspase-3 activators: activators of human procaspase-7; P55210; recombinant procaspase-7, Ac-DEVD-pNA absorbance 405 nm; D23A/D198A/D206A triple mutant, cannot self-cleave; scale: DMSO 0, 5 µM enzyme 100; activation, % at 8.5 µM; 330,000 compounds, 0.093% hits;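 active = percent activation above the screen-wide mean plus 3 SD, cut at about 25% in these data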
# Target sequence (P55210 whole entry D23A/D198A/D206A): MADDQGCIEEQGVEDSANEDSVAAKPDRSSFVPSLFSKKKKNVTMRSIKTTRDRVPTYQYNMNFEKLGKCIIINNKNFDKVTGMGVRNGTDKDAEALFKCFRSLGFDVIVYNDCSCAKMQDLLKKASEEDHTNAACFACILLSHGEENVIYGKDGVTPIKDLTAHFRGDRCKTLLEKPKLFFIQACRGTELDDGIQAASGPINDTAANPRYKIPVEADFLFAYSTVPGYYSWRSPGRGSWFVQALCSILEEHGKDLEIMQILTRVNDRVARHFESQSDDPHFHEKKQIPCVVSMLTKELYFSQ
#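 Assay system: Uncleavable procaspase-7 mutant enzyme; Input: 2 µM procaspase-7 mutant as dispensed; Also added: DEVD-pNA substrate; Medium: Zinc-free HEPES pH 7.4 with 300 mM NaCl, 0.01% Triton X-100; Timing: 1 h compound preincubation, 2 h substrate cleavage, 25 °C; Measured by: Epi-absorbance of released pNA at 405 nm, two timepoints.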
# RPL19A TOR yeast – yeast TOR pathway RPL19A-GFP modulation | S. cerevisiae RPL19A-GFP strain, flow cytometry, 3 h; active compounds read low | percent response vs DMSO, % at 10 µM | AID 2025 | 330,000 compounds, 0.3% hits;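 active = percent response vs DMSO below 50%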;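 note: median channel GFP fluorescence of the barcoded RPL19A-GFP strain; ratio of sample median GFP to plate DMSO average so 100% = DMSO; lower means less RPL19A-GFP as with rapamycin TOR inhibition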
# GASC-1 inh – human JMJD2C demethylase inhibition. Q9H3R0. GST-JMJD2C(1-420) H3K9me3 demethylation, DELFIA europium. inhibition, % at 2.35 µM. 330,000 compounds, 0.069% hits;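 active = more than half of a compound's replicate wells show inhibition beyond 50%, single wells judged on their own value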;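 note: signal counts dimethyl H3K9 product captured on neutravidin plate; 0% = median of DMSO wells and 100% = 0.3 times that DMSO median; strong numbers were not always called active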
# Target sequence (Q9H3R0 1-420 limits assumed): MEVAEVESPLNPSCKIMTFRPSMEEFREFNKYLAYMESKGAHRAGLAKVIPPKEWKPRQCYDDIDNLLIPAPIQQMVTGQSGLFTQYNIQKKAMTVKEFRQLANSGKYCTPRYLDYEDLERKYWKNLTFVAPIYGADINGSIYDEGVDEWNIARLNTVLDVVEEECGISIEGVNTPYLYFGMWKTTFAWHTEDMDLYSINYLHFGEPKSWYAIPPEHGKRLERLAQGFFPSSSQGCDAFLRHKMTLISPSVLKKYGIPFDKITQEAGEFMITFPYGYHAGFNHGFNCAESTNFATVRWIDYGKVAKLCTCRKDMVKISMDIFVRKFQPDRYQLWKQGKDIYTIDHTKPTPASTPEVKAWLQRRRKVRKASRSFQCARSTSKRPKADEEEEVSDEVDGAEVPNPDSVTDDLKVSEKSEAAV
# AHR activator – activates the human aryl hydrocarbon receptor. activation, % at 5 µM. AHR-responsive luciferase reporter cells, luminescence. 320,000 compounds, 2.5% hits. P35869; in the data active = activation above about 47%;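 note: 0% = vehicle wells and 100% = reference agonist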
# LAP4-GFP MLPCN – modulators of TOR pathway LAP4-GFP in S. cerevisiae | S. cerevisiae LAP4-GFP multiplex, flow cytometry GFP, 3 h; median GFP as percent of DMSO wells | GFP response vs DMSO, % at 10 µM | 320,000 compounds, 0.34% hits;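 active = GFP response vs DMSO above a set limit, about the screen mean plus 3 SD, cut at about 150% in these data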
# Yeast superoxide – caloric restriction mimetics inhibiting age-related superoxide in yeast; AID 2690; S. cerevisiae aged cells, superoxide DHE fluorescence; active compounds read low; 330,000 compounds, 0.18% hits; superoxide response (% of plate mean), % at 10 µM;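 active = superoxide response under a set limit, about three screen SD below normal, cut at about 65% in these data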;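 note: yeast aged for seven days with compound at 30 °C before DHE staining; 100% = average MFI of all compound-treated wells on the plate with controls excluded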
# MEP2 TOR yeast – modulators of TOR pathway MEP2-GFP in S. cerevisiae; S. cerevisiae MEP2-GFP strain, flow cytometry GFP, 3 h; 100% = DMSO control level; 330,000 compounds, 0.51% hits; AID 2016; GFP response vs DMSO, % at 10 µM;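 active = GFP response versus DMSO above a set limit, roughly screen mean plus 3 SD, cut at about 180% in these data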;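 note: median GFP fluorescence of the barcode-gated MEP2-GFP cells per well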
# procasp3 activ – activates human procaspase-3. P42574. recombinant procaspase-3 D3A, Ac-DEVD-pNA absorbance 405 nm. activation, % at 8.5 µM. 330,000 compounds, 0.11% hits;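 active = activation above the mean of all tested compounds plus 3 SD, cut at about 21% in these data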;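 note: 0% = DMSO alone and 100% = DMSO wells spiked with extra 5 µM PC-3 D3A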
# Target sequence (P42574 whole entry D9A/D28A/D175A): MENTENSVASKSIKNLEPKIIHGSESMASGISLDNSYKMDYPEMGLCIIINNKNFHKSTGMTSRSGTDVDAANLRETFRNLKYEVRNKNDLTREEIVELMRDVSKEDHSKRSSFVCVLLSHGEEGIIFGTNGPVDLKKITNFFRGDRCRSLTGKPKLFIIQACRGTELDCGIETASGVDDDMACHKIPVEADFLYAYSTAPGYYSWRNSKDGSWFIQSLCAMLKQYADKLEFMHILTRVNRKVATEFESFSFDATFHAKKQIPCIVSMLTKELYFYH
#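 Test system: Procaspase-3 D3A mutant; medium: Zinc-free HEPES/NaCl buffer with 0.01% Triton X-100 at pH 7.4; reagent: DEVD-pNA substrate; doses: one concentration, 8.5 µM nominal, 0.8% DMSO; times: 1 h preincubation plus 2 h reaction at 25 °C; signal: Epi-absorbance at 405 nm of released p-nitroaniline, 0 and 120 min; replicates: singlicate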
# The depositor's hits bear a star; i = inactive; / = not tested or not shown; [ ] = remark or other dose.
# Values run as follows: procasp7 counter	RPL19A TOR yeast	GASC-1 inh	AHR activator	LAP4-GFP MLPCN	Yeast superoxide	MEP2 TOR yeast	procasp3 activ
COc1ccc(Sc2ncnc3onc(C)c23)cc1
  -3	87	4	4	109	89	88	-9
COCCCn1c(=O)cc(C)[nH]c1=S
  0	93	3	0	93	101	86	-4
O=C(O)C1CCN(C(=O)NC2CCCCC2)CC1
  7	101	5	-1	105	89	105	6
O=[N+]([O-])c1cccnc1N1CCC(c2cc(-c3ccc(Cl)cc3Cl)n[nH]2)CC1
  4	90	-17	-1	115	108	107	-4
O=C(Nc1ccc(Br)c(C(F)(F)F)c1)c1ccc(C(F)(F)F)cc1
  2	102	-4	18	104	91	104	-7
COc1ccc(N2CC(C(=O)N3CCCC(C)C3)CC2=O)cc1 (stereo unspecified)
  7	106	4	2	75	105	102	5
Cc1ccc(C(=O)N/C(=C\c2ccco2)C(=O)NC2CCS(=O)(=O)C2)cc1 (stereo unspecified)
  5	95	2	0	104	94	88	5
Nc1nc(NCc2ccco2)nc(NCCO)c1[N+](=O)[O-]
  1	100	6	0	113	100	98	6
N#Cc1cn(N2CCCCC2)c(=O)[nH]c1=O
  4	87	11	-1	101	88	93	0
Cc1cc(NC(=O)CSc2ccnc(=O)[nH]2)no1
  3	95	-5	0	103	73	94	-2

# Values run as follows: procasp7 counter	RPL19A TOR yeast	GASC-1 inh	AHR activator	LAP4-GFP MLPCN	Yeast superoxide	MEP2 TOR yeast	procasp3 activ
Cc1cc(CNC(=O)c2cccc([N+](=O)[O-])c2)c2ccccc2n1
  15	101	6	6	102	102	99	2
C/C(=N/NC(=O)c1cccs1)c1cccs1
  3	92	15	14	98	109	88	-1
O=C(O)c1cccc(NS(=O)(=O)c2ccc3c(c2)OCCCO3)c1
  2	101	-5	0	96	131	95	1
CN1CCN(C(=O)c2cc(S(=O)(=O)Nc3ccccc3F)c(Cl)cc2Cl)CC1
  6	108	0	-2	90	100	108	7
CC(=O)N1CCN(c2nnc(-c3ccc(C)cc3)c3ccccc23)CC1
  7	104	2	-1	105	89	103	8
Fc1ccc(-n2c(Cc3ccccc3)nnc2SCc2nc(-c3ccc(Cl)cc3)no2)cc1
  -2	99	-3	2	99	107	109	-4
N/C(=N\S(=O)(=O)c1ccc(Cl)s1)c1ccccc1
  -1	99	7	0	103	95	99	-9
C/C(=N\OCC(=O)OCC(=O)NC(=O)c1ccc(OC(F)F)cc1)c1ccc2c(c1)OCO2
  3	98	-6	3	99	107	102	4
COc1ccc(S(=O)(=O)Cc2ccc(C(=O)N3CCC(C(N)=O)CC3)o2)cc1
  -4	95	162	0	101	99	109	-6
CCOC(=O)c1ccc(NC(=O)CCC(CC)C(=O)O)cc1 (stereo unspecified)
  -4	101	-1	8	105	103	110	0

# Entries of single compounds, quoted from the list.
# COc1ccc(S(=O)(=O)Cc2ccc(C(=O)N3CCC(C(N)=O)CC3)o2)cc1 reads procasp7 counter: -4; RPL19A TOR yeast: 95; GASC-1 inh: 162; AHR activator: 0; LAP4-GFP MLPCN: 101; Yeast superoxide: 99; MEP2 TOR yeast: 109; procasp3 activ: -6
# O=[N+]([O-])c1cccnc1N1CCC(c2cc(-c3ccc(Cl)cc3Cl)n[nH]2)CC1 reads procasp7 counter: 4; RPL19A TOR yeast: 90; GASC-1 inh: -17; AHR activator: -1; LAP4-GFP MLPCN: 115; Yeast superoxide: 108; MEP2 TOR yeast: 107; procasp3 activ: -4

# Further structures follow.
# Values run as follows: procasp7 counter	RPL19A TOR yeast	GASC-1 inh	AHR activator	LAP4-GFP MLPCN	Yeast superoxide	MEP2 TOR yeast	procasp3 activ
COc1ccc(Cl)cc1N(CC(=O)N1CCCC1)S(=O)(=O)c1ccc(C)cc1
  6	47*[may fluoresce violet]	-9	-2	90[may fluoresce violet]	93	216*[may fluoresce violet]	-2
Cc1ccc(C)c(NC(NC(=O)c2cccnc2)C(Cl)(Cl)Cl)c1 (stereo unspecified)
  17	97	6	-2	98	94	98	8
O=C1/C(=C/c2ccccc2)SC(=S)N1CC(=O)N1CCCCC1c1cccnc1 (stereo unspecified)
  2	101	-1	5	96	84	96	-12
O=C(Cn1ccc(NC(=O)OCc2ccccc2)nc1=O)NCCCN1CCCC1=O
  -14	96	4	2	84	103	90	-12
O=C(CCC1COc2ccccc2O1)Nc1ncccc1O (stereo unspecified)
  -7	95	4	4	97	93	88	-6
O=C(O)C1CC=CCC1C(=O)NCCc1csc(-c2ccccc2)n1 (stereo unspecified)
  0	99	2	3	101	120	97	5
CCOc1ccc(NC(=S)N2CCC(c3nc4ccccc4[nH]3)CC2)cc1
  1	94	-15	-1	96	93	99	-7
Cc1cc(C)cc(C(=O)NCC(=O)N2CCC(C(N)=O)CC2)c1
  8	99	2	2	94	131	101	1
C[n+]1cccc(/C=N/NC(=O)CC23CC4CC(CC(C4)C2)C3)c1
  -6	102	3	3	107	83	105	1
CCN(CC)S(=O)(=O)c1ccc(NC(=O)Cc2cccs2)cc1
  -3	101	4	2	101	88	105	-4

# Values run as follows: procasp7 counter	RPL19A TOR yeast	GASC-1 inh	AHR activator	LAP4-GFP MLPCN	Yeast superoxide	MEP2 TOR yeast	procasp3 activ
COc1cccc(SCc2noc(C(=O)NC(C)C)c2C(=O)NC(C)C)c1
  4	99	-3	9	100	96	99	14
CCOc1ccc(S(=O)(=O)N2CCN(S(=O)(=O)c3ccc(C(C)=O)cc3)CC2)cc1
  3	103	-16	1	93	116	100	-1
c1ccc(CNc2nc(-c3ccccn3)nc3ccccc23)cc1
  13	92	3	0	/	98	101	11
CCC(CC)C(=O)Nc1c2c(nn1-c1ccc(OC)cc1)CS(=O)(=O)C2
  -5	105	-2	3	96	124	100	0
CCOC(=O)Cn1c(S(=O)(=O)Cc2ccc(Cl)cc2)nc(-c2ccccc2)c1-c1ccccc1
  -4	102	0	-1	93	103	102	-5
Cc1cc(C)n2nc(C(=O)OCC(=O)Nc3ccc(C)c(S(=O)(=O)N4CCOCC4)c3)nc2n1
  0	102	-2	0	96	83	100	0
CC(C)c1nc(SCC(=O)Nc2cccc(C(=O)O)c2)c2c3c(sc2n1)CCCC3
  3	105	i	-1	100	100	108	5
CCOc1ccc(NC(=O)CCC(=O)NNC(=O)NC2CCCCC2)cc1
  10	104	1	-1	79	98	98	8
O=C(NC(=O)N1CCCCC1)c1ccc(Cl)cc1
  5	99	2	0	105	116	97	4
CSc1ccccc1NC(=O)CN(C)Cc1c(O)ccc2ccccc12
  -33	99	1	17	115	111	97	-25

# Values run as follows: procasp7 counter	RPL19A TOR yeast	GASC-1 inh	AHR activator	LAP4-GFP MLPCN	Yeast superoxide	MEP2 TOR yeast	procasp3 activ
CCOc1ccc(S(=O)(=O)N2CCN(C(=O)c3cccnc3)CC2)cc1
  -5	94	-4	2	88	89	97	1
O=C(Nc1ccccc1-c1nnc(SCc2ccc(Cl)cc2Cl)o1)c1ccccc1
  8	98	-2	3	87	80	108	5
CCOC(=O)Cn1cc(C#N)c2ccccc21
  2	99	12	-1	110	95	100	-2
COc1ccc(C(O)C(CN2CCOCC2)c2ccccc2)cc1F (stereo unspecified)
  -3	102	-2	0	102	86	104	6
Cc1cc(=O)[nH]c(/N=C(\N)Nc2cccc3ccccc23)n1
  14	98	-5	24	95	103	93	3
CCC1(C)Cc2c(sc3c2c(=O)n(C)c2nnc(SCc4ccc5c(c4)OCO5)n32)CO1 (stereo unspecified)
  -5	104	3	0	99	85	103	4
O=S(=O)(NCc1cccnc1)c1ccc(Br)c2ccccc12
  7	105	1	6	103	96	98	5
O=Cc1ccc(-n2cc(C=O)c3ccccc32)cc1
  2	100	3	2	102	118	104	-1
O=C(Nc1nnc(Cc2ccc(Cl)cc2)s1)c1ccncc1
  2	94	2	9	107	113	98	-5
CN(C)CCNC(=O)Cn1c(=O)c2cccn2c2ccc(F)cc21
  /	105	-5	/	94	97	106	/

# Values run as follows: procasp7 counter	RPL19A TOR yeast	GASC-1 inh	AHR activator	LAP4-GFP MLPCN	Yeast superoxide	MEP2 TOR yeast	procasp3 activ
CCc1ccccc1OCC(=O)OCC(=O)c1c(N)n(C)c(=O)n(C)c1=O
  -7	102	10	0	101	93	102	-1
CCOC(=O)c1c(NC(=O)COC(=O)Cn2cnc3ccccc32)sc2c1CCC(C)C2 (stereo unspecified)
  1	91	-2	0	93	112	87	8
Cc1ccc(NC(=O)NCc2nc3ccccc3n2C)cc1
  4	100	5	5	104	97	95	1
COc1cccc(Nc2ncccc2C(=O)Nc2ccccc2)c1
  0	91	3	11	118	108	95	-1
CC(=O)OC[C@]12CC[C@H]3[C@@](C)(CC[C@H]4C(C)(C)CCC[C@]34C)[C@@H]1C[C@@H](C1=CC(=O)O[C@@H]1OC(C)=O)O2
  6	102	15	-1	102	114	103	1
CCOC(=O)C1CCN(S(=O)(=O)c2ccc3c(c2)N(C(C)=O)CC(C)S3)CC1 (stereo unspecified)
  0	106	-11	-2	114	117	106	-1
O=C(OCC(=O)N1CCOCC1)c1ccccc1OCc1ccccc1
  1	96	5	0	98	89	97	8
Cc1cc(CN2C(=O)c3ccccc3C2=O)cc(N2CCOCC2)c1
  -6	93	-4	1	112	75	99	6
COc1ccc(CCNC(=O)c2cnn3c(C(F)F)cc(C)nc23)cc1OC
  9	101	2	10	105	97	102	3
NC(=O)c1ccc(NC(=O)COC(=O)C2COc3ccccc3O2)cc1 (stereo unspecified)
  8	96	-6	0	102	103	107	-5

# Retrieved by compound from the list above (7):
# Values run as follows: procasp7 counter	RPL19A TOR yeast	GASC-1 inh	AHR activator	LAP4-GFP MLPCN	Yeast superoxide	MEP2 TOR yeast	procasp3 activ
NC(=O)c1ccc(NC(=O)COC(=O)C2COc3ccccc3O2)cc1 (stereo unspecified)
  8	96	-6	0	102	103	107	-5
COc1cccc(Nc2ncccc2C(=O)Nc2ccccc2)c1
  0	91	3	11	118	108	95	-1
CCOC(=O)c1c(NC(=O)COC(=O)Cn2cnc3ccccc32)sc2c1CCC(C)C2 (stereo unspecified)
  1	91	-2	0	93	112	87	8
Cc1cc(CN2C(=O)c3ccccc3C2=O)cc(N2CCOCC2)c1
  -6	93	-4	1	112	75	99	6
CC(=O)OC[C@]12CC[C@H]3[C@@](C)(CC[C@H]4C(C)(C)CCC[C@]34C)[C@@H]1C[C@@H](C1=CC(=O)O[C@@H]1OC(C)=O)O2
  6	102	15	-1	102	114	103	1
O=C(OCC(=O)N1CCOCC1)c1ccccc1OCc1ccccc1
  1	96	5	0	98	89	97	8
CCOC(=O)C1CCN(S(=O)(=O)c2ccc3c(c2)N(C(C)=O)CC(C)S3)CC1 (stereo unspecified)
  0	106	-11	-2	114	117	106	-1

# (cont.)
# Values run as follows: procasp7 counter	RPL19A TOR yeast	GASC-1 inh	AHR activator	LAP4-GFP MLPCN	Yeast superoxide	MEP2 TOR yeast	procasp3 activ
COc1cc(CC(=O)Nc2cccc(S(=O)(=O)N(C)c3ccccc3)c2)cc(OC)c1OC
  -4	99	8	2	92	103	97	6
Cc1ccc(NC(=O)CN2CCN(Cc3ccccc3)CC2)cc1
  2	100	0	0	92	95	101	1
Cc1ccc(-c2c3c(=O)n(C)c(=O)n(C)c3cn2Cc2ccccc2)cc1
  -18	98	-1	2	88	100	94	7
COc1ccccc1/C=C1\SC(=S)N(CCC(=O)NCCCN2CCOCC2)C1=O
  -5	98	-15	1	99	97	96	-8
